Growth percent in the NCI-60 one-dose screen (48 h, 10 µM unless noted): 100 = growth as untreated, 0 = no growth, -100 = all killed.
CCRF-CEM = CCRF-CEM leukemia. actives 7% (n = 77,000). AID 1794778
M14 = M14 melanoma. actives 6.2% (n = 80,000)
MOLT-4 = MOLT-4 leukemia cells; actives 6.9% (n = 80,000); AID 1794779
HOP-92 = HOP-92 NSCLC cells. AID 1794738. actives 6.3% (n = 71,000)
RPMI-8226 = RPMI-8226 leukemia cells | AID 1794781 | actives 7.5% (n = 77,000)
HOP-62 = HOP-62 NSCLC; actives 3.9% (n = 80,000)
A549/ATCC = A549/ATCC NSCLC. actives 3.7% (n = 81,000). AID 1794740
EKVX = EKVX NSCLC; actives 3% (n = 71,000); AID 1794765
Starred values were filed as active, the others as inactive; / = not tested or not shown. The calls were made as follows: active = growth percent below 10; inactive = the rest.

SMILES | CCRF-CEM | M14 | MOLT-4 | HOP-92 | RPMI-8226 | HOP-62 | A549/ATCC | EKVX
COC1OC(CO)C(OC)C(O)C1NC(O)COCCOC(O)CNC(=S)N=Nc1c(O)[nH]c2ccc(F)cc12 (centres undefined) | 103 | 96 | 109 | 107 | 102 | 89 | 100 | 100
Cc1ccc(-c2nn(-c3ccccc3)cc2/C=C/C(=O)OCc2cn(-c3ccc([N+](=O)[O-])cc3)nn2)cc1 | 105 | 99 | 112 | 64 | 96 | 76 | 91 | 86
COc1ccc(-c2nc(SCC(C)C)nc(N/N=C\c3ccc(OC)c(OC)c3)c2C#N)cc1 | 91 | 91 | 81 | 80 | 84 | 68 | 78 | 91
O=S(O)c1ccccc1 | 93 | 107 | 107 | 100 | 106 | 80 | 84 | 112
O=C(O)CCN1C(=O)/C(=C/c2cnc(CO)s2)SC1=S | 95 | 96 | 98 | 98 | 99 | 101 | 92 | 103
CS(=O)(=O)c1ccc(-c2nc3ccccc3n2CC(N)=O)cc1 | 82 | 100 | 89 | 87 | 97 | 94 | 82 | 108
O=C(NNC(=O)c1ccccc1Cl)c1ccccc1 | 95 | 120 | 100 | / | 105 | 110 | 91 | 103
O=C1CSC(c2cccc(Oc3ccccc3)c2)N1CCc1cccs1 (centres undefined) | 112 | 101 | 50 | 108 | 78 | 108 | / | 79
CC(C)CCN(CCC(C)C)CC(O)c1ccc2ccc3ccccc3c2c1 (centres undefined) | 79 | 87 | 79 | 22 | 76 | 82 | 89 | 73
Cc1nc2ccc(Br)cn2c1-c1nnc(SCc2c(F)c(F)c(F)c(F)c2F)o1 | 109 | 101 | 87 | 65 | 99 | 86 | 99 | 91
C=COC(=O)CCCCC | / | 114 | / | 103 | 111 | 116 | 106 | 100
Cc1cc(=O)oc2cc(OCc3nn4c(Nc5nc6ccccc6s5)c(-c5ccccc5)nc4s3)ccc12 | 41 | 100 | 97 | 77 | 83 | 90 | 94 | 88
COc1cc(C2CC(c3cc(OC)c(OC)c(OC)c3)=NN2C(C)=O)ccc1Oc1nc2c(c(=O)n(C)c(=O)n2C)n1C (centres undefined) | 103 | 103 | 86 | / | 100 | 99 | 87 | 99
COc1ccc(Nc2ncc(C(N)=O)c(NCCCNC(=O)C3CCC3)n2)cc1 | 44 | 68 | 39 | 61 | 73 | 36 | 83 | 96
Cc1cc(-c2cc(C)on2)no1 | 101 | 99 | 108 | 114 | 106 | 105 | 98 | 106
CC(=O)c1cn(C)c2ccc3c(c12)[C@H]1C=C[C@@H]3O1 | 100 | 112 | 96 | 110 | 109 | 118 | 97 | 124
NS(=O)(=O)c1ccc(NNC(=O)CCC(=O)c2ccccc2)cc1 | 75 | 104 | 90 | 93 | 105 | 100 | 103 | 103
Cc1ccc(NC(=O)[C@@H]2C[C@H]2CN2CCN(C)CC2)cc1Nc1nccc(-c2cccnc2)n1 | 111 | 106 | 110 | 92 | 102 | 101 | 103 | 94
CCOC(=O)/C(=C/c1ccc([N+](=O)[O-])cc1)C(=O)c1ccccc1 | 6.3* | 32 | 4.3* | 32 | -13* | 76 | 71 | 103
Cn1c2ccccc2c2c3c(c4c5ccc(Br)cc5oc4c21)C(=O)N(O)C3=O | 15 | 89 | 7.1* | 82 | 65 | 60 | 86 | 97
COc1ccc(Nc2c3sc4cc(OC)ccc4nc-3c3ccccc3c2=O)cc1 | 100 | 91 | 100 | 105 | 89 | 96 | 48 | 83
COc1ccc2occ(C3=C(c4cn(CCN)c5ccccc45)C(=O)NC3=O)c2c1 | 74 | 77 | 46 | 59 | 86 | 64 | 63 | 43
COc1cc(Nc2cc(C)nc(N3CCN(c4ccnc5cc(Cl)ccc45)CC3)n2)cc(OC)c1 | 5.3* | 4.4* | 6.0* | 5.3* | -13* | 10 | 4.7* | /
CC(C)(O)Cn1cc(-c2ccc(-c3cncc(Cl)c3N3CCC4(CCNC4=O)CC3)cc2)cn1 | 94 | 131 | 97 | 111 | 83 | 102 | 93 | 95
CCCCCNc1nc2ncnc(N)c2[nH]1 | 99 | 88 | 91 | 83 | / | 95 | 80 | 101

Remaining list, next part:
SMILES | CCRF-CEM | M14 | MOLT-4 | HOP-92 | RPMI-8226 | HOP-62 | A549/ATCC | EKVX
COc1cc(CNC(=O)/C=C/C=C/c2ccc3c(c2)OCO3)ccc1OCc1cn(-c2ccc(Br)cc2)nn1 | 94 | 74 | 95 | 70 | 75 | 72 | 74 | 69
Nc1ccn(C2CC=C(CO)O2)c(=O)n1 (centres undefined) | / | 85 | 107 | 47 | 104 | 86 | 94 | 101
O=C1/C(=C/c2cc(O)c(O)c(O)c2)Oc2cc(O)ccc21 | 108 | 96 | 114 | 111 | 106 | 104 | 100 | 95
CC(=O)NC1c2ccccc2-c2ccccc21 | 104 | 93 | 109 | 85 | 101 | 94 | 103 | 99
CCN(C)CCCOc1ccc(/C(=C(\C)Cc2cccc(OC)c2)c2ccc(OC(C)=O)cc2)cc1 | 97 | 101 | 103 | 99 | 102 | 97 | 104 | 93
COc1ccc2c(c1)C(=O)/C(=C/c1cccnc1)CC2 | 68 | 102 | 82 | 95 | 1.3* | 98 | 101 | 97
O=C1CC(c2ccc(Cl)cc2)Nc2ccccc21 (centres undefined) | 94 | 80 | 92 | 80 | 88 | 78 | 75 | 89
COc1ccc(NC(=O)C(/C=N\C(=S)NNC(C)=O)=C(\C)O)cc1 | 93 | 100 | 99 | 90 | 100 | 104 | 87 | 105
CC[N+](CC)=c1sc2c(s1)C(c1ccc(Cl)cc1)Oc1ccc(Cl)cc1-2 (centres undefined) | -17* | 17 | -10* | -18* | -31* | 12 | 7.6* | 16
Cc1nn(C(=O)c2cccnc2)c2c1nnc1ncccc12 | 101 | 99 | 108 | 103 | 107 | 97 | 100 | 97
O=C(/C=C/c1ccc2c(c1)OCO2)c1ccc([N+](=O)[O-])cc1 | 81 | 107 | 76 | / | 87 | 94 | 93 | 106
COc1ccc2ncc(C#Cc3cncc(C(=O)Nc4ccc(CN5CCN(C)CC5)c(C(F)(F)F)c4)c3)n2n1 | 2.7* | -80* | -27* | -72* | -26* | -61* | -52* | -100*
CCN(CC)c1ccc(/C=N/NC(=O)CSc2nc3ccccc3c(=O)n2CCc2ccc(S(N)(=O)=O)cc2)c(O)c1 | 7.4* | 31 | 7.1* | 47 | -31* | 30 | 25 | 34
CCN1C(=O)N(CC)C2C1NN=c1s/c(=C3\C(=O)N(C(C)C)c4ccccc43)c(=O)n12 (centres undefined) | 9.9* | 19 | 14 | 54 | 7.5* | 39 | 17 | 31
N#CCC1(n2cc(-c3ncnc4[nH]ccc34)cn2)CN(C2CCN(C(=O)c3ccnc(C(F)(F)F)c3F)CC2)C1 | 102 | 99 | 93 | 80 | 97 | 86 | 80 | 105
O=C(O)/C(=C\c1cccc([N+](=O)[O-])c1)c1ccccc1 | 104 | 113 | 93 | 102 | 108 | 105 | 98 | /
CC(=O)OCC1OC(OCC2OC(OC(C#N)c3ccccc3)C(OC(C)=O)C(OC(C)=O)C2OC(C)=O)C(OC(C)=O)C(OC(C)=O)C1OC(C)=O (centres undefined) | 88 | 103 | 96 | 88 | 82 | 99 | 98 | /
CC(C)OCc1cn[nH]n1 | 106 | 104 | 105 | 100 | 105 | 105 | 95 | 104
O=C(/C=C/c1ccccc1Cl)c1ccc(O)c(CN2CCN(c3cc4c(cc3F)c(=O)c(C(=O)O)cn4C3CC3)CC2)c1 | 36 | 70 | 75 | 77 | 12 | 61 | 54 | 75
N#Cc1c(N)nc(Cl)c(C#N)c1C(=O)c1ccccc1 | 10 | 35 | 20 | 74 | -18* | 69 | 71 | 88
Cc1cccc[n+]1CCC1CCCCC1 | 92 | 101 | 100 | 75 | 89 | 87 | 51 | 62
CC(C)(C)n1cc(-c2ccnc(NCCNS(=O)(=O)c3cccc4ccccc34)c2)c(-c2cccc(F)c2)n1 | 11 | -19* | -16* | -19* | -32* | 26 | 16 | 8.0*
C=CCOC(=O)C1=C(C)NC2=C(C(=O)CC(C)(C)C2)C1c1cccc(O)c1 (centres undefined) | 91 | 105 | 95 | 89 | 101 | 93 | 94 | 109
Cc1oc2ncnc(Nc3ccccc3)c2c1C(=O)NCCO | 97 | 106 | -0.3* | 89 | 95 | 99 | 98 | 98
CC(=O)N1N=C(c2ccc(Nc3nc(Nc4ccc(Cl)cc4)nc(Nc4ccc(Cl)cc4)n3)cc2)CC1c1ccc([N+](=O)[O-])cc1 (centres undefined) | 45 | 53 | 34 | 15 | 40 | 74 | 52 | 56

(next part)
SMILES | CCRF-CEM | M14 | MOLT-4 | HOP-92 | RPMI-8226 | HOP-62 | A549/ATCC | EKVX
O=C(CSC(=S)N1CCN(Cc2ccccc2)CC1)Nc1nc2ccccc2s1 | / | 119 | 109 | 70 | 98 | 84 | 100 | 99
COc1ccc(C2C=C(c3cc(OC)c(OC)c(OC)c3)N=C3SC=C(C)N32)c(Br)c1 (centres undefined) | 93 | 107 | 69 | 107 | 81 | 101 | 90 | /
NC(=O)c1c(NC(=O)c2ccc(C(F)(F)F)cc2Cl)sc2c1CCC(=O)C2 | -1.8* | -30* | -13* | -62* | -23* | 1.1* | 9.4* | -10.0*
COc1ccc(/C=C/C=C/C(=O)c2ccc(NC(=O)Nc3ccc([N+](=O)[O-])cc3)cc2)cc1 | 56 | 110 | 44 | 95 | 52 | 104 | 67 | 89
CC(=O)Nc1cc2c3ccccc3ccc2c2ccccc12 | 101 | 104 | 105 | / | 101 | 94 | 100 | 99
CC(=O)C(CCC(=O)O)(CCC(=O)O)c1ccccc1 | 104 | 103 | 88 | 101 | 108 | 100 | 94 | 102
COc1ccc(-c2[nH]ncc2-c2ccncc2)cc1Cl | 95 | 76 | 94 | 45 | 82 | 51 | 79 | 46
CCOC(=O)c1c(-c2ccc(Cl)cc2Cl)c(C#N)c(=O)n(Cc2nc3ccccc3[nH]2)c1N | 107 | 95 | 94 | 67 | 86 | 89 | 100 | 81
C[n+]1c2ccccc2cc2oc3ccccc3c21 | 93 | 106 | 88 | 104 | 99 | 106 | 65 | 65
NC(=O)c1cc(I)ccc1NC(=O)COc1ccccc1 | 4.8* | 0.8* | 4.7* | / | 9.8* | 22 | 18 | /
c1ccc(C2=NCCCO2)cc1 | 100 | 122 | 93 | / | 107 | 102 | 100 | 101
O=C1NC(=S)NC1(c1ccccc1)c1ccccc1 | 102 | 102 | 101 | / | 103 | 94 | 93 | 87
CC(C)CCC[C@@H](C)[C@H]1CCC2C3CCN4C(=O)CCC(=O)N4C3CC[C@@]21C (some centres undefined) | 87 | 96 | 87 | 78 | 57 | 88 | 84 | 83
CCCCc1ccc(C(Cl)(c2ccccc2)c2ccccc2)cc1 | 96 | 110 | 108 | 108 | 99 | 102 | 100 | 91
O=C(Cn1cc(COn2nnc3ccccc32)nn1)Nc1cc(F)ccc1F | 109 | 100 | 102 | 114 | 103 | 101 | 102 | 100
Cc1ccc(CC(C)C=O)cc1 (centres undefined) | 94 | 94 | 99 | 100 | 103 | 99 | 74 | 103
C#CCOc1ccc(/C=N/Nc2nc(-c3ccccc3)cs2)cc1OCC#C | 85 | 69 | 68 | 75 | 62 | 69 | 80 | 56
ClC(Cl)(Cl)C1OCCCO1 | 100 | 102 | 98 | 98 | 103 | 101 | 103 | /
CCCCCCN(CCCCCC)CC(O)c1cccc2ccc(Cl)cc12 (centres undefined) | 68 | 63 | 38 | 3.0* | 31 | 32 | 67 | 77
C=C1CC[C@@H]2[C@](C)(COC(C)=O)[C@@H](O)CC[C@@]2(C)[C@@H]1COc1ccc2ccc(=O)oc2c1 | 92 | 99 | 83 | 112 | 102 | 106 | / | 98
Cc1ccccc1OCc1cn(Cc2ccc(-c3ccccc3-c3nn[nH]n3)cc2)nn1 | 122 | 111 | 108 | 95 | 106 | 90 | 91 | 95
CCCCCNC(=O)c1cccc(NC(=O)CCl)c1 | 49 | 86 | 58 | 104 | 78 | 126 | 93 | 102

In the list so far, eight contain fluorine:
SMILES | CCRF-CEM | M14 | MOLT-4 | HOP-92 | RPMI-8226 | HOP-62 | A549/ATCC | EKVX
COC1OC(CO)C(OC)C(O)C1NC(O)COCCOC(O)CNC(=S)N=Nc1c(O)[nH]c2ccc(F)cc12 (centres undefined) | 103 | 96 | 109 | 107 | 102 | 89 | 100 | 100
Cc1nc2ccc(Br)cn2c1-c1nnc(SCc2c(F)c(F)c(F)c(F)c2F)o1 | 109 | 101 | 87 | 65 | 99 | 86 | 99 | 91
COc1ccc2ncc(C#Cc3cncc(C(=O)Nc4ccc(CN5CCN(C)CC5)c(C(F)(F)F)c4)c3)n2n1 | 2.7* | -80* | -27* | -72* | -26* | -61* | -52* | -100*
N#CCC1(n2cc(-c3ncnc4[nH]ccc34)cn2)CN(C2CCN(C(=O)c3ccnc(C(F)(F)F)c3F)CC2)C1 | 102 | 99 | 93 | 80 | 97 | 86 | 80 | 105
O=C(/C=C/c1ccccc1Cl)c1ccc(O)c(CN2CCN(c3cc4c(cc3F)c(=O)c(C(=O)O)cn4C3CC3)CC2)c1 | 36 | 70 | 75 | 77 | 12 | 61 | 54 | 75
CC(C)(C)n1cc(-c2ccnc(NCCNS(=O)(=O)c3cccc4ccccc34)c2)c(-c2cccc(F)c2)n1 | 11 | -19* | -16* | -19* | -32* | 26 | 16 | 8.0*
NC(=O)c1c(NC(=O)c2ccc(C(F)(F)F)cc2Cl)sc2c1CCC(=O)C2 | -1.8* | -30* | -13* | -62* | -23* | 1.1* | 9.4* | -10.0*
O=C(Cn1cc(COn2nnc3ccccc32)nn1)Nc1cc(F)ccc1F | 109 | 100 | 102 | 114 | 103 | 101 | 102 | 100
